CRFBP-R2 agonist: CRF-BP/CRF-R2 complex agonism | HEK293 CRF-R2/CRF-BP, calcium dye fluorescence (FLIPR); percent of saturating CRF peptide response | activation, % at 13.2 µM | 350,000 compounds, 0.46% hits | AID 588473;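 active = activation of at least 50%, plus an integration ratio under a set limit after plate pattern correction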;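 also: plate controls were neutral control wells without compound for no effect and CRF at EC100 for full effect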
MEKK2wt PB1 HTS: raises or lowers MEK5 binding to wildtype human MEKK2 PB1 domain; bead flow cytometry, Alexa488-MEK5 binding to MEKK2 WT; actives lie on both sides; 290,000 compounds, 1.1% hits; binding response (% of control), % at 10 µM; in the data active = binding response below about 67% or above about 130%
NS3 helicase inh: blocks Hepatitis C virus NS3 helicase unwinding. AID 1800. NS3 helicase DNA unwinding, Cy5 molecular beacon fluorescence. 290,000 compounds, 0.56% hits. inhibition, % at 10.9 µM;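 active = inhibition above the mean of all tested compounds plus 3 SD, set per campaign, cut at about 35% in these data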;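 also: 0% = DMSO wells and 100% = thioflavine S control wells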
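Material: hepatitis C virus NS3 helicase domain fragment enzyme; measured by: Cy5 fluorescence, 0 and 60 min reads; control set: DMSO and thioflavine S; incubation: 60 min unwinding reaction at 25 °C after ATP addition; read-out basis: % inhibition from 60/0 min fluorescence ratio, DMSO 0%, thioflavine S 100%; repeats: singlicate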
MEKK3 PB1 HTS: modulators (inhibitors or enhancers) of MEK5 binding to human MEKK3 PB1 domain; bead-based flow cytometry, Alexa488-MEK5 binding to MEKK3; actives lie on both sides; 0 = blocked by unlabeled MEK5, 100 = vehicle; binding response (% of control), % at 10 µM; 290,000 compounds, 1.4% hits; AID 1529;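 active = binding response more than 3 SD above or below the average of its plate-row segment, actives on both sides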;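 also: Alexa488 bead fluorescence after subtracting the streptavidin-only scavenger bead signal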
Target sequence (Q99759 whole entry, looked up, the tested form may be a part): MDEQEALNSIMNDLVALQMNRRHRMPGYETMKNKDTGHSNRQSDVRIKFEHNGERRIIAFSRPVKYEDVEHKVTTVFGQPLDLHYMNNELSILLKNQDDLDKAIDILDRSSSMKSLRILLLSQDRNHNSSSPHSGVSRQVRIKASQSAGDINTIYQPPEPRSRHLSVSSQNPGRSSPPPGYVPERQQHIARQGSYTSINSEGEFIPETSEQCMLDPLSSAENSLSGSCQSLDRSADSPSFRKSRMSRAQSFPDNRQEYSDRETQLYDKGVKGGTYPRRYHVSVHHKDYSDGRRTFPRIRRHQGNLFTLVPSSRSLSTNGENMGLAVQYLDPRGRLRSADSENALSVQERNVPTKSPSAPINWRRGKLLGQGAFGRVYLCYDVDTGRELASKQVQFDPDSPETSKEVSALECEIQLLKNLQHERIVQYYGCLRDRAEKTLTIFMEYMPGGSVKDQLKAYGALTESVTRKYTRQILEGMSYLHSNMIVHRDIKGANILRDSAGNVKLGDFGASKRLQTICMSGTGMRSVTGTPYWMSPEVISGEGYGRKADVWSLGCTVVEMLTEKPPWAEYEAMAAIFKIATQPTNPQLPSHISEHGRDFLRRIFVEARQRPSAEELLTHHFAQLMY
CRFR2-BP antag: antagonists of CRF-binding protein/CRF-R2 receptor complex; 350,000 compounds, 0.59% hits; HEK293 CRF-R2/CRF-BP, CRF-induced calcium fluorescence; AID 588475; inhibition, % at 11.8 µM;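 active = inhibition of the ligand-induced calcium signal above about 50% at the single tested concentration, limit read from the data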
MEKK2 mut-MEK5: signal of MEK5 binding to mutant human MEKK2 PB1 domain | bead flow cytometry, Alexa488-MEK5 binding to MEKK2 mutant | percent response, % at 10 µM | 290,000 compounds, 0.35% hits; in the data active = percent response above about 24%, passing the limit was not always enough; also: inactives centre near 1; some results filed as inactive read as strong as hits
DNA FID counter: counter-screen for HCV NS3 helicase inhibitors: DNA intercalator displacement; DNA fluorescent intercalator displacement, fluorescence; inhibition, % at 7.9 µM; 290,000 compounds, 0.17% hits; AID 1845; in the data active = inhibition above about 37%;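 also: 0% = vehicle and 100% = reference compound; higher means more ethidium bromide displaced from hairpin DNA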
GalR3 antagonist: antagonists of human GalR3 | 360,000 compounds, 0.44% hits | HEK293 GalR3-CNG cAMP membrane potential fluorescence; galR3 body fused to GalR1 C-terminus | inhibition, % at 3 µM;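 active = inhibition above the screen-wide average plus 3 SD, cut at about 13% in these data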;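 also: forskolin and galanin both at EC90 stimulate the cells; cAMP rise reported by CNG channel membrane potential dye signal; 0% = forskolin plus galanin with DMSO and 100% = forskolin alone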
Target sequence (O60755 1-299 limits assumed): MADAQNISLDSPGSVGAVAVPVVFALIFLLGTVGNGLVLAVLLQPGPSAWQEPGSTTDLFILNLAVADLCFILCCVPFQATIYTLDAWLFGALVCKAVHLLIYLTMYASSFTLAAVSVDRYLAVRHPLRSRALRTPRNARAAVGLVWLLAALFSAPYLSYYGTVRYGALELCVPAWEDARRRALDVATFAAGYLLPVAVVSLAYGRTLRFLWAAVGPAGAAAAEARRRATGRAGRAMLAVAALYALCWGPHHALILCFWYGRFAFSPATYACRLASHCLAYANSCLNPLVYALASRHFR
SUMO HTRF inh: SUMOylation inhibition; P63279; HTRF SUMOylation assay, SAE1/SAE2 + UBC9, in vitro; inhibition, % at 35 µM; 290,000 compounds, 0.36% hits; AID 2006; in the data active = inhibition above about 50%, passing the limit was not always enough; also: strong numbers were not always called active
Target sequence (P63279 whole entry, looked up): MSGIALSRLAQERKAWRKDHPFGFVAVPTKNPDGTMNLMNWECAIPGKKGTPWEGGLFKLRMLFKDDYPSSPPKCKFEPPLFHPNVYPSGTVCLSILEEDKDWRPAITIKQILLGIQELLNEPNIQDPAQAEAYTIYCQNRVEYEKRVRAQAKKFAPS
Active calls of the source: *; . = no result given; [ ] = another dose, or the depositor's remark. Only part of the results is shown, so the mix of outcomes need not match the whole.

SMILES	CRFBP-R2 agonist	MEKK2wt PB1 HTS	NS3 helicase inh	MEKK3 PB1 HTS	CRFR2-BP antag	MEKK2 mut-MEK5	DNA FID counter	GalR3 antagonist	SUMO HTRF inh
Cc1ccc(C)c(NC(=O)NC2CCCCCCC2)c1	-1.4	91	1	96	-6	-5	-12	1	1
C=C(C)C1CC=C(C)/C(=N/NC(=O)CNc2ccc(OCC)cc2)C1 (centres undefined)	-3.2	93	1	95	2	2	-10	.	-14
CCOc1ccccc1NC(=S)NC(=O)C1CC1	-8.8	108	-7	104	-14	6	-9	-3	-3
CC(C)c1noc2ncc(C(=O)c3cc(Cl)cc(Cl)c3O)cc12	15	104	19	97	48	1	-16	-1	9
CCC(=O)NCCNC(=O)c1c(SC)nsc1SC	-1.0	108	-2	102	0	9	4	0	-6
CC(C)C(NS(=O)(=O)c1cccs1)C(=O)NCCCN1CCCCCC1 (centres undefined)	2.6	118	-14	102	4	6	-4	-10	16
COc1ccc(C(=O)Nc2nnc(SCC(=O)NC3CC3)s2)cc1	-1.1	103	7	100	2	2	-12	-10	-3
CC(=O)c1c(N2CCC(C(N)=O)CC2)nc(=S)n(-c2ccccc2)c1C	-4.2	101	-17	97	30	2	-6	5	7
CCn1cc(C(=O)Nc2ccc(OC)c(S(=O)(=O)N3CCCCC3)c2)c(=O)c2ccc(C)nc21	-2.1	93	8	93	26	-2	-1	-3	4
Cc1ccc(NC(=O)Cn2cnc3cc([N+](=O)[O-])ccc3c2=O)c(Cl)c1	-2.4	104	16	101	2	1	4	6	-2
COc1ccc(N2C(=O)CCC2(C#N)c2ccc(Br)cc2)cc1 (centres undefined)	0.4	63	-1	49*[inhibitor]	-7	-25	-20	-4	14
CC(C)=CCCC(C)CN1CCC(n2nccc2NC(=O)C2CCCC2)CC1 (centres undefined)	0.5	105	-6	104	2	3	8	-7	0
O=C(N/N=C/c1ccc(Br)cc1)c1cc[n+]([O-])cc1	1.7	100	5	102	-5	-1	-3	-6	18
Cc1cc(C)n(-c2ccc(S(=O)(=O)N3CCCC3)cc2[N+](=O)[O-])n1	-1.9	89	2	89	11	-18	-6	-4	6
COc1cccc(NC(=O)CN(C)CC(=O)Nc2ccc(Cl)cc2[N+](=O)[O-])c1	-5.8	92	-7	94	-5	-3	-9	0	-8
CC(=O)Oc1ccc(N(C(C)=O)S(=O)(=O)c2ccc3ccccc3c2)cc1Br	3.3	99	13	97	9	0	-22	-11	-16
Cc1cc(C)n(C(=O)CNC(=O)/C=C/c2ccccc2)n1	-0.7	84	-3	94	-1	-15	4	-2	2
CC(=O)Nc1nc(CCN2C(=O)c3ccccc3C2=O)cs1	0.3	97	5	98	5	-2	-2	1	14
CC1/C(=N/O)C(CN(C)C)C2CC1C2(C)C (centres undefined)	3.0	96	0	92	28	-6	-1	0	15
CC(C)Oc1c(Br)cc(Br)cc1/C=N/NC(N)=S	-0.8	92	10	94	-13	-5	-9	-8	-15
O=S(=O)(NCc1ccc(F)cc1)c1cccc(S(=O)(=O)N2CCOCC2)c1	0.1	102	-1	100	-3	3	-4	-7	14
CCOC(=O)c1ccc(S(=O)(=O)N2CCN(C(=O)c3cc(=O)c4ccccc4o3)CC2)cc1	3.3	106	3	108	19	7	-30	-5	-7
Cc1oc(-c2cccc(Cl)c2)nc1CN(C)C1CCOC1 (centres undefined)	-0.9	92	8	108	-8	-9	-1	5	12
CC(C(=O)Nc1ccc2c(c1)OCO2)N1CCN(C)CC1 (centres undefined)	-0.6	102	2	104	-23	8	6	-6	-7
COc1ccc(CNC(=O)CN(C(=O)c2snc(C(N)=O)c2N)c2ccc(F)cc2)cc1	-0.1	103	-6	105	-2	13	-30	-12	8
COC(=O)C1(C)CCc2cc(OC)ccc2C1=O (centres undefined)	-0.1	102	-7	102	3	-1	-9	-9	8
CCS(=O)(=O)CCSc1nc2ccccc2o1	0.2	108	-14	102	-3	3	2	-8	-10
COc1ccccc1C(O)(C(=O)NN(C(=O)c1ccccc1)c1ccccc1C)c1cccs1 (centres undefined)	2.2	97	-9	98	-10	-6	-1	0	5
CC1CN(S(=O)(=O)c2ccc(C(=O)NN3CCN(C)CC3)cc2)CC(C)O1 (centres undefined)	0.5	106	7	106	-20	0	6	-3	10
COc1ccc(OC)c(NC(=O)COC(=O)c2cc3c(s2)CCC3)c1	0.1	110	21	117	-14	0	-12	-9	40
COC(=O)c1c(C)oc2ccc(N(C(=O)c3ccncc3)S(=O)(=O)c3ccc(C)cc3)cc12	0.1	102	-2	101	24	6	-21	.	1
Cc1ccc(/C=C/C(=O)Nc2ccc([N+](=O)[O-])cc2)o1	1.5	105	1	107	1	4	5	2	31
Nc1cccc(-c2nc3ccc(C(=O)c4ccccc4)cc3[nH]2)c1	0.6	100	-14	104	2	-1	-8	-3	-3
O=C(O)CCNC(=O)C12CC3CC(CC(C3)C1)C2	-0.2	99	-14	108	9	-38	6	-4	11
COc1ccccc1N1CCN(C(=O)C(C)NC(=O)c2cccc([N+](=O)[O-])c2)CC1 (centres undefined)	-1.8	97	-3	104	21	-5	-29	4	-9
CCc1ccccc1NC(=O)c1ccc(Cn2cc([N+](=O)[O-])cn2)cc1	24	99	9	95	10	-2	0	-7	-14
CCC(C)C(=O)NCCc1ccc(S(N)(=O)=O)cc1 (centres undefined)	3.0	103	-8	99	29	1	-3	-1	-2
Cc1nc2ccccc2n1C1CCN(CC(=O)NCc2ccc(F)cc2)CC1	0.8	94	-3	88	10	-7	-7	-3	-13
Cc1nc(OCc2c(C)noc2C)c2ccccc2n1	0.1	100	-3	98	-4	-2	0	-3	14
COC(=O)c1ccc(CN(C)S(=O)(=O)c2cccs2)cc1	-0.9	96	-20	100	10	-1	-22	-9	17
O=C(CCCn1c(=S)[nH]c2cc3c(cc2c1=O)OCO3)NCc1ccccc1Cl	-0.8	99	16	101	-12	0	-12	-3	-2
O=C(Nc1cccc(Cl)c1)NC1CCCCC1	6.2	109	4	110	2	-4	-1	-3	-13
CC(=O)Oc1cccc(N2C(=O)c3ccc(C(=O)O)cc3C2=O)c1	-0.1	106	10	107	-7	0	9	-2	19
CCc1ccc(C(=O)NC(=S)Nc2ccc(N3CCOCC3)cc2)cc1	0.0	99	5	101	-23	-3	-3	-7	-6
CCn1c(SCC(=O)Nc2ccc(C)cc2)nc2nc3c(cc2c1=O)CCCC3	2.2	95	-3	102	-38	12	-6	-2	8
O=C(Cn1ncc2c1-c1ccccc1OC2)N1CCc2ccccc21	-1.7	108	-3	110	4	6	-17	.	0
COc1ccc(-n2nc(C(=O)NCC(=O)N3CCN(c4cccc(Cl)c4)CC3)c3ccccc3c2=O)c(OC)c1	0.9	98	-1	102	0	2	-38	-3	0
O=c1[nH]nc(CNc2cccc(C(F)(F)F)c2)c2ccccc12	-0.2	98	1	106	-1	0	-9	-3	0
Cc1oc(CSCCSCc2cc(C(=O)O)c(C)o2)cc1C(=O)O	0.6	106	1	103	-4	4	-7	-8	3
CCOc1ccc(N(C(=O)c2ccc3c(c2)OCO3)C2C=CS(=O)(=O)C2)cc1 (centres undefined)	-1.1	106	-3	103	-17	6	-23	-2	5
CC(=O)Nc1ccc(S(=O)(=O)N2CC(=O)NC(=O)C2)cc1	2.3	102	-4	106	-9	5	-2	0	10
C/C(=N/NS(=O)(=O)c1cc(C)ccc1C)c1ccc2c(c1)OCO2	0.0	101	-2	102	7	0	-26	0	-14
CC(=O)Nc1ccc2nc(NC(=O)COc3ccccc3C)sc2c1	-0.7	101	-10	102	-9	-2	-4	3	-14
COc1cc(C(=O)NC2CCN(Cc3ccccc3)CC2)cc(Cl)c1OC(C)C	0.2	116	-34	105	-18	4	23	-9	-4
Cc1ccc(N(CC(=O)NC2CCCCC2)S(=O)(=O)c2cccs2)cc1	-0.9	106	-3	104	-2	4	-42	-2	-1
O=C(Nc1ccc2c(c1)OCCO2)c1ccccc1	-1.9	110	-5	110	-2	16	-7	.	0
Cc1ccc(NS(=O)(=O)c2cccc3nsnc23)cc1[N+](=O)[O-]	-2.1	104	7	104	24	3	-4	-7	-3
O=C(CCCN1C(=O)/C(=C/c2cccs2)SC1=S)Nc1ccccc1O	0.8	89	6	102	-5	-2	1	-5	-3
CC1CC(C(F)(F)F)n2ncnc2N1 (centres undefined)	0.0	94	-1	97	3	2	0	3	-6
CC1Oc2ccccc2N(CC(=O)Nc2ccc3c(c2)OCO3)C1=O (centres undefined)	-0.4	104	4	105	8	4	-5	-5	13

Reprinted from the results shown for reference:
SMILES	CRFBP-R2 agonist	MEKK2wt PB1 HTS	NS3 helicase inh	MEKK3 PB1 HTS	CRFR2-BP antag	MEKK2 mut-MEK5	DNA FID counter	GalR3 antagonist	SUMO HTRF inh
O=C(Cn1ncc2c1-c1ccccc1OC2)N1CCc2ccccc21	-1.7	108	-3	110	4	6	-17	.	0
COc1ccc(-n2nc(C(=O)NCC(=O)N3CCN(c4cccc(Cl)c4)CC3)c3ccccc3c2=O)c(OC)c1	0.9	98	-1	102	0	2	-38	-3	0
O=c1[nH]nc(CNc2cccc(C(F)(F)F)c2)c2ccccc12	-0.2	98	1	106	-1	0	-9	-3	0
Cc1oc(CSCCSCc2cc(C(=O)O)c(C)o2)cc1C(=O)O	0.6	106	1	103	-4	4	-7	-8	3
CCOc1ccc(N(C(=O)c2ccc3c(c2)OCO3)C2C=CS(=O)(=O)C2)cc1 (centres undefined)	-1.1	106	-3	103	-17	6	-23	-2	5

Later entries:
SMILES	CRFBP-R2 agonist	MEKK2wt PB1 HTS	NS3 helicase inh	MEKK3 PB1 HTS	CRFR2-BP antag	MEKK2 mut-MEK5	DNA FID counter	GalR3 antagonist	SUMO HTRF inh
CCCN(CCC)CCN1C(=O)C2C(C(=O)Nc3cccc(SC)c3)C3C=CC2(O3)C1C(=O)NC1CCCCC1 (centres undefined)	-0.6	106	-27	104	-17	4	8	-7	2
Cc1ccc(S(=O)(=O)NCCCC(=O)O)cc1	-1.6	104	3	108	-5	6	0	1	5
O=C(NCCCN1CCOCC1)c1ccc(Br)s1	3.4	121	0	118	-37	10	-1	-4	3
COc1ccc(NC(=O)c2ccccc2NC(=O)NC2CCCCC2)cc1	-0.5	90	12	95	-5	-5	2	-5	3
CC(=O)C1=NN(c2ccccc2)C(c2cccs2)N1c1ccc(N(C)C)cc1 (centres undefined)	0.2	108	4	105	37	6	0	-3	8
CCCNC(=O)COc1cccc(C(=O)NCc2ccccc2)c1	1.9	104	7	104	-11	-1	-3	-1	0
O=C(c1ccc(F)cc1)N1CCN(Cc2ccccc2Br)CC1	1.7	98	-9	105	-20	2	-14	-1	0
COc1ccc(CCNC(=O)CCCOc2ccc(C)cc2)cc1OC	2.2	103	2	101	-10	-1	-27	-4	10
COc1ccc(N2C3=C(CC4=C2CC(C)(C)CC4=O)C(=O)CC(C)(C)C3)cc1	-1.1	90	4	92	12	-4	-6	-7	6
CCOC(=O)CC(=O)Nc1ccn[nH]1	0.7	90	13	101	28	-9	-3	-3	-7
CCSc1nnc(NC(=O)C2CCN(S(=O)(=O)c3c(C)c(C)cc(C)c3C)CC2)s1	.	94	11	102	.	1	1	.	-1
O=C1c2cccnc2C(=O)N1Cc1ccccc1	-0.2	107	3	103	4	5	2	0	-41

Compound activity: PubChem BioAssay, several laboratories
